NPY-Y2 PAM-ag: NPY-Y2 potentiators or agonists, primary screen, cell-based. Neuropeptide Y receptor type 2 (Homo sapiens), P49146. cells expressing NPY-Y2, potentiator/agonist read-out. activation, % at 3.6 µM. 220,000 compounds, 0.45% hits; in the data active = activation above about 27%;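 also: cells stimulated with NPY near EC25 plus isoproterenol at EC100; 0% = vehicle plus submaximal agonist and 100% = vehicle plus saturating agonist; some results beyond the cut were filed as inactive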
S1P4 agonist: S1P4 receptor agonists, primary screen, cell-based; Sphingosine 1-phosphate receptor 4 (Homo sapiens), O95977; S1P4-expressing cell line, agonist reporter assay; activation, % at 4.98 µM; 220,000 compounds, 0.35% hits; AID 1509, 2009; in the data active = activation above about 11%;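 also: 0% = DMSO vehicle and 100% = reference agonist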
NPY1 pot ag: NPY-Y1 receptor potentiators or agonists, primary screen, cell-based. 220,000 compounds, 0.37% hits. activation, % at 3.6 µM. NPY-Y1 expressing cells, potentiator/agonist activation. AID 1304, 2008; in the data active = activation above about 33%, passing the limit was not always enough;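 also: cells stimulated with NPY at EC10 then isoproterenol at EC100; 0% = low agonist plus stimulus and 100% = saturating agonist plus stimulus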
zfTRPN1 agonist: zebrafish TRPN1 channel agonists, primary screen, cell-based, HEK293, calcium fluorescence; transient receptor potential cation channel N1 (TRPN1/NompC), Danio rerio; HEK293 zebrafish TRPN1-YFP, Fluo-8 calcium fluorescence; 100% = response to 87 µM carbachol; activation, % at 3 µM; 220,000 compounds, 0.18% hits; AID 1424, 2008;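 active = activation above its plate's cutoff, the mean activation of test wells on that plate plus 3 SD, cut at about 19% in these data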;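 also: 0% = DMSO alone and 100% = 87 µM carbachol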
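Material: zebrafish TRPN1-YFP in HEK293 cells. Doses: one dose of 3 µM, 0.3% DMSO. Incubation: dye 1 h 37 °C plus 30 min RT. Measured by: intracellular calcium fluorescence with Fluo-8.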
CHOP inh: inhibitors of CHOP promoter induction, primary screen, cell-based, unfolded protein response, luciferase reporter; CHO-K1 CHOP-promoter luciferase, tunicamycin-induced, 15-18 h; inhibition, % at 10 µM; 220,000 compounds, 3.8% hits;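 active = compounds that reduced the stress-induced luciferase reporter signal by more than about 70% of percent inhibition, limit read from the data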;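 also: 0% = tunicamycin plus vehicle and 100% = wells without tunicamycin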
NPY Y1 blocker: NPY-Y1 receptor antagonists, primary screen, cell-based | Neuropeptide Y receptor type 1 (Homo sapiens), P25929 | AID 1040, 2008 | 200,000 compounds, 1% hits | inhibition, % at 3.6 µM | HEK293-CNG Y1 cells, membrane potential fluorescence; NPY at EC95, then isoproterenol;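 active = inhibition above the campaign mean inhibition of all tested compounds plus 3 SD, cut at about 20% in these data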;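 also: 0% = DMSO wells given NPY plus isoproterenol and 100% = isoproterenol alone without NPY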
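Benchmarks – high control isoproterenol alone, low control NPY with isoproterenol · Material – HEK293 Y1/CNG channel cell line · Times – dye 3 h, compound 60 min room temperature, stimulation 45 min · Probe or stimulus – NPY (25 nM), isoproterenol (1 µM), Ro 20-1724 (25 µM) · Evaluation – % inhibition of NPY effect · Signal – fluorescence, membrane potential probe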
EP2 modulator: EP2 receptor modulators, cAMP readout, primary screen, cell-based, HTRF cAMP, PGE2 stimulation; Prostaglandin E2 receptor EP2 subtype (Homo sapiens), P43116; AID 940, 2007; induction, % at 25 µM; 260,000 compounds, 0.83% hits; EP2-expressing cells, cAMP HTRF FRET, PGE2 co-stimulation;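 active = compounds whose cAMP rise, as percent of the full-agonist control response, exceeds 60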;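 also: rat C6 glioma line stably carrying human EP2 under a CMV promoter; the protocol text gives 20 µM as final concentration; 100% = response of wells given 1 µM PGE2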
Target sequence (P43116 whole entry, looked up): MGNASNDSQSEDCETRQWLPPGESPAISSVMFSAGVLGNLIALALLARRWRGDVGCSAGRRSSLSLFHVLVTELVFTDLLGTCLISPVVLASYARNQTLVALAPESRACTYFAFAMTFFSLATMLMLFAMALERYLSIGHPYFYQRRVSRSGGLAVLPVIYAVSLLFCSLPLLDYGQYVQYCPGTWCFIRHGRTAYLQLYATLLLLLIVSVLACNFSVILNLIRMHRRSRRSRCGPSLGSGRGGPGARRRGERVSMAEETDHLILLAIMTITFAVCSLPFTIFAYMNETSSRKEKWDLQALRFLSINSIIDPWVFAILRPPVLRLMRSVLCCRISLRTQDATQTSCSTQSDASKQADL
TRPML3 agonist: human TRPML3 channel agonists, primary screen, cell-based, HEK293 TRPML3-YFP, Fluo-8 calcium fluorescence, 3 µM; activation, % at 3 µM; 100% = the carbachol control signal; AID 1448, 2008; Mucolipin-3 (Homo sapiens), Q8TDD5; 220,000 compounds, 0.29% hits;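 active = activation above its plate's cutoff, the mean activation of the plate's test wells plus 3 SD, cut at about 12% in these data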;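 also: 0% = DMSO only wells and 100% = carbachol wells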
Target sequence (Q8TDD5 whole entry, looked up): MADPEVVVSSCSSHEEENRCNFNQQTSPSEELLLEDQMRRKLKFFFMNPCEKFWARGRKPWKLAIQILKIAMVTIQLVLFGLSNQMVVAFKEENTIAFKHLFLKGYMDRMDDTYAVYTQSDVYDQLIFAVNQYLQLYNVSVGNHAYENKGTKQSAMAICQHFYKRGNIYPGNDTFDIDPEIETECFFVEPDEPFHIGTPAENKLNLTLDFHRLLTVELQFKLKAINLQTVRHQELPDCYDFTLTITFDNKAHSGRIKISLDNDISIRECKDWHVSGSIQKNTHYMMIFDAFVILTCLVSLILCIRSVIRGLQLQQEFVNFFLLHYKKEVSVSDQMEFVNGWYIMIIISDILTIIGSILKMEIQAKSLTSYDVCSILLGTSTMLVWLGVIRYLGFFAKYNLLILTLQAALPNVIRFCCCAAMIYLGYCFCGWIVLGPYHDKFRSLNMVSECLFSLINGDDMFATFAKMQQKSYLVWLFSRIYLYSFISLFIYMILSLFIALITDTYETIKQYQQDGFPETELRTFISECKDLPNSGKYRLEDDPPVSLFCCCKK
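Test system: HEK293 cells stably carrying human TRPML3-YFP; Doses: single dose, 3 µM final nominal compound, 0.3% DMSO final; Schedule: dye loading 1 h 37 °C then 30 min ambient, 125 s read; Technique: Fluo-8 calcium fluorescence; Benchmarks: high control carbachol 87 µM, low control DMSO.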
S1P4 antagonist: S1P4 receptor antagonists, primary screen, cell-based. S1P4-expressing cells, antagonist mode, reporter read-out. Sphingosine 1-phosphate receptor 4 (Homo sapiens), O95977. inhibition, % at 4.98 µM. 220,000 compounds, 0.26% hits; in the data active = inhibition above about 29%;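 also: 0% = wells stimulated with agonist and 100% = vehicle wells without agonist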
Numbers without * were called inactive; / = not tested or not shown; & = joins results of further samples.

SMILES	NPY-Y2 PAM-ag	S1P4 agonist	NPY1 pot ag	zfTRPN1 agonist	CHOP inh	NPY Y1 blocker	EP2 modulator	TRPML3 agonist	S1P4 antagonist
CCCS(=O)(=O)n1nc(-c2ccc(OC)cc2)cc1N	2	-0.5	5	-0.7	16	-1	-5	-0.3	-11
Cc1ccc(S(=O)(=O)N(C)CC(=O)O/N=C(\N)c2cccc([N+](=O)[O-])c2)cc1	-20	1.8	-16	-1.2	-7	-1	-6	62*	-3
CCOC(=O)C(CC)(CCC(=O)O)c1csc(N)n1 (stereo not given)	-10	0.4	-1	0.7	12	2	21	1.5	-9
Cc1nn(C)c(C)c1NC(=O)C12CC3CC(CC(C3)C1)C2	-12	0.6	-20	0.7	33	-3	2	0.5	-17
COC(=O)c1ccccc1NC(=O)CSc1nnc(C(CO)NC(=O)c2ccccc2)n1C (stereo not given)	-1	-1.3	-10	1.0	20	-4	-7	0.3	1
CCCSc1nc(C)c2cc(C)cc(C)c2n1	-7	-0.9	-2	-0.7	63	5	50	0.5	-2
CC(=O)Nc1ccc(S(=O)(=O)N2CCN(Cc3ccccc3[N+](=O)[O-])CC2)cc1	-1	-0.4	-5	4.0	29	0	-55	3.8	-15
O=C1OC(Nc2ccc3ncccc3c2)c2ccccc21 (stereo not given)	-7	2.0	1	0.4	3	5	0	0.2	-8
O=C(/C=C/c1ccccc1)NC(=S)NNS(=O)(=O)c1ccccc1	-7	0.8	2	0.1	-18	1	-29	-0.1	-18
CCOc1ccccc1-n1nnnc1SCC(=O)O	-12	0.7	-21	0.9	-4	/	17	0.9	2
CC1CN(C)C(C)c2c1oc1ccc([N+](=O)[O-])cc21 (stereo not given)	-5	-0.3	1	-0.1	6	-1	25	0.5	-4
COc1ccccc1NC(=S)N(CCc1c(C)[nH]c2ccccc12)Cc1cccs1	7	1.4	34	0.2	47	2	-3	0.4	-6
CCc1c(C)nc(SCC(=O)N2CCCCC2CC)[nH]c1=O (stereo not given)	-5	-0.5	11	1.1	-17	/	12	0.8	-7
Cn1c(Cc2ccccc2)nnc1SCC(=O)Nc1ccc2c(c1)OCCO2	-5	-2.0	-17	1.4	23	12	7	0.2	1
Cn1ncc([N+](=O)[O-])c1C(=O)Nc1ccc(C2CCCCC2)cc1	14	1.5	16	-0.1	45	-1	27	0.7	-17
Cc1cc(C)cc(Nc2ccc([N+](=O)[O-])nc2[N+](=O)[O-])c1	4	-0.5	10	0.8	-2	2	-14	-0.4	-6
O=S(=O)(Nc1ccc(Cc2ccncc2)cc1)N1CCCC1	-4	0.8	-8	0.1	-12	-2	-1	-0.2	-15
CCOc1ccc(C)cc1S(=O)(=O)N1CCCCC1	6	0.7	-18	-1.0	25	14	36	1.1	2
CCCOC(=O)C1=C(C)OC23OC(N)=C(C#N)C12C(=O)c1ccccc13 (stereo not given)	-20	-1.4	-7	0.6	-10	-3	18	-0.2	0
CCOc1ccc(CN2CCCC(CNC(=O)c3ccc(F)cc3)C2)cc1CO (stereo not given)	-8	0.2	-1	0.2	3	6	-33	0.6	-3
COc1ccc(/C=N/Nc2nonc2N)cc1OC	2	-1.9	-21	0.9	-10	7	-13	0.6	-11
O=C(CCCN1C(=O)c2ccccc2C1=O)Nc1ccc(S(=O)(=O)N2CCCCC2)cc1	12	-1.9	-22	0.6	21	0	15	0.8	-8
COc1ccc(S(=O)(=O)N2CCOCC2)c(C)c1C	9	1.5	5	-1.5	4	1	1&9	0.7	-14
CCOc1cccc(C2c3c(oc4ccccc4c3=O)C(=O)N2c2ccccn2)c1 (stereo not given)	-9	-1.2	-4	1.4	-23	6	32	1.1	-1
Cc1ccccc1-n1c(C)c(C#N)c(=O)c(-[n+]2ccccc2)c1[S-]	8	3.6	14	1.2	4	0	24	0.9	-13
SMILES	NPY-Y2 PAM-ag	S1P4 agonist	NPY1 pot ag	zfTRPN1 agonist	CHOP inh	NPY Y1 blocker	EP2 modulator	TRPML3 agonist	S1P4 antagonist
NC(=O)c1cccnc1Sc1ccc(Cl)cc1	-2	1.1	-2	1.1	10	15	12	-0.3	-14
O=C(CSc1nnc(SCc2ccccc2)s1)N/N=C/c1ccc(Cl)cc1Cl	1	0.7	15	-0.4	61	-3	21	1.0	-12
CCOc1ccc(OCCCCn2ccnc2)cc1	9	4.5	-9	-1.2	-12	-1	18	-0.4	-15
COC(=O)C(CCCN1C(=O)c2ccccc2C1=O)(NC(C)=O)c1nn[nH]n1 (stereo not given)	-7	-0.2	5	1.4	-16	-2	21	0.9	4
COC(=O)CNC(=O)c1cn(CC(C)C)c(=O)c2cc(OC)c(OC)cc12	7	-0.1	13	-1.0	-6	-13	29	0.4	-9
COc1ccc2nc(SCC(=O)N3CCCCCC3)c(C#N)cc2c1	0	2.0	-6	0.1	38	3	12	-0.6	6
CNc1ccc(/C=C2\CSc3ccccc3C2=O)cc1[N+](=O)[O-]	7	1.5	-7	0.8	-27	0	-26	1.0	-19
COc1ccc(Cl)cc1C(=O)Nc1ccc(NC(=O)c2ccco2)cc1	0	-0.4	-7	0.6	-14	4	-47	0.5	-3
CCOC(=O)c1c(-c2ccc(-c3ccccc3)cc2)csc1NC(=O)c1cccc(N2C(=O)CCC2=O)c1	-8	0.0	5	0.6	12	10	7	1.5	-12
O=C(Nc1ccccc1)c1cccc(S(=O)(=O)N2CCCCC2)c1	-8	-2.0	15	4.0	-6	9	-15	1.1	-11
CCn1c(C)c(C(C)=O)c(N2CCCCC2)nc1=S	-4	1.4	5	-0.1	4	-1	12	-0.1	-17
O=C(NCc1ccccc1)c1ccc(-c2ccccc2C(F)(F)F)o1	-16	1.6	-1	-1.4	24	4	13	-0.2	20
CC(=O)N1N=C(c2ccc(C)o2)CC1c1ccc(Br)cc1 (stereo not given)	3	1.4	3	-2.3	12	4	-6	-0.6	-12
COc1ccccc1NC(=O)c1ccc(NS(=O)(=O)c2cccc3cccnc23)cc1	-2	1.1	-9	1.5	16	1	3	-0.1	-13
Cn1nc(C(F)(F)F)c(C(=O)Nc2ccc(Cl)cc2)c1Cl	6	1.7	11	-1.1	2	2	6	1.0	-1
CNC(=O)c1nnsc1S(=O)(=O)c1ccc(Cl)cc1	-18	-2.6	10	0.9	107*	7	-75	2.0	61*
CCOC(=O)c1ccc(CSc2n[nH]c(C)n2)o1	9	0.7	3	1.6	6	0	5	1.1	-4
N#CCC(=O)Nc1ccc(C(F)(F)F)cc1N1CCOCC1	-6	-0.2	-3	0.3	-14	0	24	0.9	-29
COc1ccc(N2C(=O)CCC(C(=O)NCc3cccnc3)C2c2ccc(OC)c(OC)c2)cc1 (stereo not given)	20	-2.5	-12	-0.6	-35	-4	-19	0.9	4
OCCNc1ncnc2c1c(-c1ccccc1)c(-c1ccccc1)n2Cc1ccco1	-4	2.8	1	-0.3	-10	3	35	0.0	-17
COc1ccc(NC(=O)CCS(=O)(=O)c2cccc3nonc23)c(OC)c1	10	0.1	8	-0.9	29	-1	-27	0.2	-20
COc1ccc(-n2c(Cc3cccn3C)nnc2SCC(=O)Nc2ccc(F)cc2F)cc1	-3	-0.3	5	-0.1	-5	4	13	-0.5	-11
COc1ccccc1C(=O)Nc1ccc2c(c1)OCO2	1	3.8	0	0.0	-9	-2	-2	-0.1	-10
Cc1cc(CN2C(=O)c3ccccc3C2=O)cc(N2CCOCC2)c1	-21	0.4	-16	-0.7	15	-2	-2	0.1	-19
CC(=O)N1CCN(c2cc(N3CCc4ccccc4C3)c(F)cc2[N+](=O)[O-])CC1	-3	2.6	-7	2.2	-7	6	-19	-0.8	-10
SMILES	NPY-Y2 PAM-ag	S1P4 agonist	NPY1 pot ag	zfTRPN1 agonist	CHOP inh	NPY Y1 blocker	EP2 modulator	TRPML3 agonist	S1P4 antagonist
CCCCc1ccc(NC(=S)NCc2cccnc2)cc1	2	3.8	4	0.9	17	1	-10	1.0	-3
Cc1cc(C)c[n+](-c2nc3ccccc3nc2C(=C=[N-])C#N)c1	2&-6	1.5&-3.3	0&14	0.7&0.8	-6&24	3&-2	-47&-61	1.5&0.2	-18&-22
CCOc1ccccc1C(=O)OCC(=O)Nc1ccc(OC(F)F)cc1	-9	1.7	8	-1.4	26	10	-23	-0.8	-7
CCSc1nnc(NC(=O)C2CCCCC2C(=O)OCC(F)(F)C(F)F)s1 (stereo not given)	4	2.1	5	2.1	60	-5	23	0.3	-15
O=C1c2ccccc2C(=O)N1CCCn1c(=O)oc2ccccc21	8	-1.5	2	-0.9	-17	9	6	1.2	8
Cc1ccn2c(C(=O)N/N=C\c3cccs3)c(C)nc2c1	-2	-2.4	16	-0.3	33	-1	4	0.2	-1

Arranged by count of non-hydrogen atoms (ascending): part of the list above
SMILES	NPY-Y2 PAM-ag	S1P4 agonist	NPY1 pot ag	zfTRPN1 agonist	CHOP inh	NPY Y1 blocker	EP2 modulator	TRPML3 agonist	S1P4 antagonist
CC1CN(C)C(C)c2c1oc1ccc([N+](=O)[O-])cc21 (stereo not given)	-5	-0.3	1	-0.1	6	-1	25	0.5	-4
Cc1cc(C)cc(Nc2ccc([N+](=O)[O-])nc2[N+](=O)[O-])c1	4	-0.5	10	0.8	-2	2	-14	-0.4	-6
Cc1cc(C)c[n+](-c2nc3ccccc3nc2C(=C=[N-])C#N)c1	2&-6	1.5&-3.3	0&14	0.7&0.8	-6&24	3&-2	-47&-61	1.5&0.2	-18&-22
Cc1ccccc1-n1c(C)c(C#N)c(=O)c(-[n+]2ccccc2)c1[S-]	8	3.6	14	1.2	4	0	24	0.9	-13
Cc1cc(CN2C(=O)c3ccccc3C2=O)cc(N2CCOCC2)c1	-21	0.4	-16	-0.7	15	-2	-2	0.1	-19
CC(=O)N1CCN(c2cc(N3CCc4ccccc4C3)c(F)cc2[N+](=O)[O-])CC1	-3	2.6	-7	2.2	-7	6	-19	-0.8	-10
O=C(CCCN1C(=O)c2ccccc2C1=O)Nc1ccc(S(=O)(=O)N2CCCCC2)cc1	12	-1.9	-22	0.6	21	0	15	0.8	-8

Results in S1P4 antagonist (two entries from above):
SMILES	S1P4 antagonist
CCSc1nnc(NC(=O)C2CCCCC2C(=O)OCC(F)(F)C(F)F)s1 (stereo not given)	-15
Cc1ccn2c(C(=O)N/N=C\c3cccs3)c(C)nc2c1	-1
